Screening data deposited in PubChem by several laboratories.
NR1D1 modulator: modulates human Rev-erb alpha binding to DNA; Rev-erbα–FITC-DNA binding, fluorescence polarization, 90 min; activity, % at 10 µM; actives 0.79% (n = 370,000);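 active = activity above about 14%, limit read from the data; passing the limit was not always enough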;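 note: 0% = DMSO wells with 35 nM protein and 100% = DMSO wells with 750 nM protein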
hgDAF-12 ag: activates the H. glycines DAF-12 receptor ligand-binding domain; HEK293 GAL4-hgDAF12 UAS-luciferase reporter, agonist luminescence; normalized to butyrate control; activation, % at 6.8 µM; actives 1.8% (n = 370,000); AID 687014;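 active = activation above a cutoff set at the mean of all screened compounds plus 3 SD, cut at about 10% in these data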;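 note: 0% = DMSO wells and 100% = sodium butyrate wells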
DAX1 inh-1: inhibits human nuclear receptor DAX1; P51843; HEK293 Gal4-DAX1 luciferase reporter, luminescence; inhibition, % at 6.75 µM; actives 0.99% (n = 340,000); AID 504766;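 active = inhibition above the mean over all tested compounds plus 3 SD, cut at about 4.2% in these data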;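 note: 0% = DAX1-transfected cells with DMSO and 100% = empty-vector control cells with DMSO; inhibition shows as a rise in luminescence from relieved DAX1 repression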
Target sequence (P51843 207-470 limits assumed): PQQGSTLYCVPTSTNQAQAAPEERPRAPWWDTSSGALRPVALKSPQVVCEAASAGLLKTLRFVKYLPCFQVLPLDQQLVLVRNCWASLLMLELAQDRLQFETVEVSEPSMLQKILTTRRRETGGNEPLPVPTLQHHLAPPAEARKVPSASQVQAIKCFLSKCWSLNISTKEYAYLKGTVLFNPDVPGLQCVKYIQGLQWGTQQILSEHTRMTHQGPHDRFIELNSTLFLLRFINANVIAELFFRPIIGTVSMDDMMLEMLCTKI
ADAM17 inh: ADAM17 inhibition, QFRET primary screen; recombinant ADAM17, EDANS/DABCYL FRET peptide cleavage; AID 720648; actives 0.83% (n = 370,000); P78536; inhibition, % at 6.95 µM;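 active = inhibition above the mean of compounds lying between control limits plus 3 SD, set per campaign, cut at about 8.5% in these data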;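 note: 0% = DMSO-only wells as the low control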
Target sequence (P78536 215-824 limits assumed): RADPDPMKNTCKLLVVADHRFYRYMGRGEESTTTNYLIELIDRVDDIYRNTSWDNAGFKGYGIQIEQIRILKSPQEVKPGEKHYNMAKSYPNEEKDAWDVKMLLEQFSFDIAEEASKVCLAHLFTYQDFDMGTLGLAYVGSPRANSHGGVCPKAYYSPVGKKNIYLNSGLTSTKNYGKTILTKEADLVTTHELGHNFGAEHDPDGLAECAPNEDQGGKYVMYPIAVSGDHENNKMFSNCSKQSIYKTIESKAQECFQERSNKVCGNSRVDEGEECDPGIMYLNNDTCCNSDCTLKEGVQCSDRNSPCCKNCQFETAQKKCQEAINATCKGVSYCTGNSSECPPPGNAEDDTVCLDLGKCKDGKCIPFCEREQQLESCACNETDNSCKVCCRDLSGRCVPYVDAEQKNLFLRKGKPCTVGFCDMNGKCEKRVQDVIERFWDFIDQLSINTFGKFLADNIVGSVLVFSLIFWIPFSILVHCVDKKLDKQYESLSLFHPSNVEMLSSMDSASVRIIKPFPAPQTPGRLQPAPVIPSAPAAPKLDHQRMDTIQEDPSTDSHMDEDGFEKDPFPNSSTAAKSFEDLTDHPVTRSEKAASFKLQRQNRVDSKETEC
PLCg1 inh: inhibitors of human phospholipase C gamma1. P19174. purified PLC-gamma1, fluorogenic substrate, fluorescence. inhibition, % at 12.2 µM. actives 0.84% (n = 370,000); in the data active = inhibition above about 9.5%
MBD2 DNA inh: inhibitors of human MBD2 binding to methylated oligonucleotide; Q9UBB5; TR-FRET; inhibition, % at 4.4 µM; actives 0.31% (n = 370,000); AID 686964; in the data active = inhibition above about 13%
SMARCA2 act: activators of SMARCA2 function. actives 1% (n = 370,000). activation, % at 9.1 µM. MG213 cells, MMTV-luciferase reporter, dexamethasone, overnight. AID 652017; in the data active = activation above about 7.8%;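 note: 0% = vehicle wells and 100% = reference activator wells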
hcDAF12 agonist: activators of H. contortus DAF-12 nuclear receptor. actives 1.4% (n = 370,000). HEK293 hcDAF-12 lit1-tk-luc reporter, luminescence; 0% DMSO, 100% Δ7-dafachronic acid. activation, % at 6.8 µM;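 active = activation above the mean of all tested compounds plus 3 SD, cut at about 5.5% in these data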;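 note: 100% = response to 3 µM Δ7-dafachronic acid high control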
DAX1 inh-2: DAX1 (NR0B1) inhibition, primary screen; HEK293T StAR-luciferase reporter, SF-1/DAX-1 repression relief; inhibition, % at 6.8 µM; actives 1.1% (n = 370,000); AID 652010;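 active = inhibition above the mean over all tested compounds plus 3 SD, cut at about 3.6% in these data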;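 note: 0% = DAX-1 cells with DMSO and 100% = cells lacking DAX-1 with DMSO; higher inhibition means more luminescence from relief of DAX-1 repression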
ssDAF12 agonist: S. stercoralis DAF-12 activation, primary screen; HEK293 ssDAF-12/GRIP1 lit1-tk-luc reporter, luminescence; % of 3 µM dafachronic acid response; activation, % at 6.8 µM; actives 1% (n = 370,000);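 active = activation above the mean over all tested compounds plus 3 SD, cut at about 0.9% in these data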;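 note: 0% = DMSO-only wells and 100% = 3 µM delta7-dafachronic acid wells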
PLC-beta3 inh: PLC-beta3 (human) inhibition, primary screen; Q01970; inhibition, % at 12.2 µM; actives 0.18% (n = 370,000); Purified PLC-beta3, fluorogenic substrate, fluorescence; in the data active = inhibition above about 11%;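 note: 0% = median of compound wells on plate and 100% = full blocker control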
* hit, by the source's call; x = no result given; & = joins results of further samples. This is a random part of the collection; any-hit rate near 7.4%.

SMILES	NR1D1 modulator	hgDAF-12 ag	DAX1 inh-1	ADAM17 inh	PLCg1 inh	MBD2 DNA inh	SMARCA2 act	hcDAF12 agonist	DAX1 inh-2	ssDAF12 agonist	PLC-beta3 inh
COc1ccc(/C(O)=C2/C(=O)C(=O)N(c3nc(C)c(C)s3)C2c2ccco2)cc1 (stereo unspecified)	2	-0.5	-0.1	-5	-53	2	1	2.0	0.2	-1.6	-65
O=C(CNC(=O)c1cccc(Br)c1)N/N=C/c1cn[nH]c1-c1ccccc1	-2	-5.6	-1.2	2	1	5	1	-2.0	-0.9	-1.3	2
O=C(NCc1ccccc1)c1onc(CS(=O)(=O)c2ccc(Cl)cc2)c1C(=O)NCc1ccccc1	-3	1.0	-0.9	-3	-3	2	0	0.2	-0.3	-0.7	-2
CC(C)C(=O)Nc1cccc(-c2csc(-c3ccccc3)n2)c1	-2	2.9	-1.4	7	0	0	0	0.0	0.4	-1.3	4
CN(C)c1ncnc2c1ncn2[C@H]1CN(Cc2ccccc2)C[C@@H](CO)O1	-7	2.3	x	-3	1	0	-2	-2.0	0.4	-0.3	2
CC1CCN(C(=O)CCNS(=O)(=O)c2ccc(Cl)cc2)CC1	-5	-2.3	0.0	-1	0	0	-2	-1.0	-0.3	-1.1	-3
O=C(Nc1cc(S(=O)(=O)N2CCOCC2)ccc1N1CCCC1)c1ccc(F)cc1	-8	-0.2	0.5	0	1	-2	-1	-1.5	1.1	-0.5	-6
O=C(COc1ccc(S(=O)(=O)NC2CCCCC2)cc1Cl)NCC1CCCO1 (stereo unspecified)	-3	-1.0	-0.9	-1	2	-2	1	-1.3	-0.4	-1.1	4
OC(c1ccccc1)(c1ccccc1)c1nccn1-c1ccccc1	6	1.9	-0.7	-5	1	5	-4	-1.6	-0.6	-1.1	1
COc1ccc(OC)c(NC(=O)N2CCCC(C)C2)c1 (stereo unspecified)	8	-1.5	-0.5	-1	2	-2	-3	0.3	-0.2	-1.3	-3
CCOC(=O)c1cc([N+](=O)[O-])c([N+](=O)[O-])cc1NC(C)=O	0	-2.2	0.5	3	5	-1	-6	-0.3	-0.7	-0.9	3
Nc1ncn(C(=S)Nc2ccccc2)n1	1	4.1	-1.3	0	1	-5	5	1.9	-0.7	-0.7	2
Cc1cc(/C=N/n2cnnc2)c(C)n1-c1ccc(Cl)cc1Cl	3	0.0	-0.4	-1	-1	-7	0	-2.8	-0.6	-0.7	-3
CCN(CC)S(=O)(=O)c1cccc(C(=O)OCC(=O)c2ccc3c(c2)OCCO3)c1	4	-0.7	-2.0	1	-3	6	-3	-0.4	-0.2	-0.7	-6
COCCN1C[C@@H](CO)O[C@@H](n2cnc3c(NC4CCC4)ncnc32)C1	0	4.2	x	-1	-1	2	-2	-1.5	-0.5	-0.1	4
Cc1ccc(-c2csc(NC(=O)c3ccccc3F)c2C(=O)O)cc1	-3	1.0	1.6	-5	-17	1	-1	2.2	0.3	-0.4	-18
CN(C)S(=O)(=O)N1CCc2ccc(NC(=O)c3ccc(C(F)(F)F)cc3)cc2C1	11	-6.1	-5.4	1	0	8	-3	-2.8	-1.4	-2.3	-4
CCc1nc(SCC(=O)NCc2ccco2)c2c3c(sc2n1)CCCC3	46*	1.9	1.1	-6	-5	5	-3	-1.5	0.1	-1.1	-8
CCN(CC)c1cc(C)c(C#N)c2nc3ccccc3n12	-1	-3.1	0.5	-40	-220	-1	-2	-1.8	0.0	-1.7	-211
CCOc1ccc(Oc2c(Cl)cnn(-c3ccc(C)cc3)c2=O)cc1	-3	1.5	x	-4	-5	3	x	-0.8	x	-1.2	-5
Cc1cc(C)n(-c2ccc(C(=O)OCC(=O)Nc3ccccc3F)cc2)n1	0	1.0	-0.5	-2	-1	3	4	-1.3	0.1	-1.5	-8
O=C(COc1ccc2ccc(=O)oc2c1)N1CCN(c2ccccc2)CC1	-2	-0.8	1.1	-92	-59	-5	1	0.2	-1.3	-0.4	-84
CCS(=O)(=O)CCn1c([N+](=O)[O-])cnc1C	-1&2	0.6	-1.0	-6	2	1	-3	-2.1	1.0	-1.3	1
COc1ccc(C(=O)N/C(=C\c2ccc(-c3cccc([N+](=O)[O-])c3)o2)C(=O)NCCCN2CCOCC2)cc1	4	-0.4	0.0	3	1	-5	-2	1.9	-1.4	-1.3	3
Cc1noc(C)c1CSc1ccc(Br)cc1	-2	-0.7	0.4	-3	3	3	-3	-1.8	-0.4	-1.0	0
O=C(CCNC(=O)c1ccc([N+](=O)[O-])cc1)Nc1cccc(S(=O)(=O)N2CCCCC2)c1	-2	-4.9	-2.6	0	1	4	-2	-1.0	-0.7	-2.1	-10
CC(Oc1cccc2cccnc12)C(=O)N/N=C/c1ccccc1 (stereo unspecified)	-4	-2.5	3.6	-2	-1	3	0	0.8	-1.0	-1.4	-4
O=C(O)CC(c1ccc(Cl)cc1)N1Cc2ccccc2C1=O (stereo unspecified)	5	0.6	1.1	3	1	-2	-1	-1.3	0.0	-1.4	-7
O=C(O)CNS(=O)(=O)Cc1ccccc1	1	-1.3	2.2	-6	-1	4	-3	0.0	0.3	-1.1	-8
CC(CO)(CO)NC(=O)c1ccc(C#Cc2cccc(F)c2)cn1	-5	6.7	x	-36	-4	3	4	0.2	0.3	0.1	-14
COc1ccc(Oc2nc(C)nc3c2oc2ccccc23)cc1	-9	-5.3	-1.4	-1	0	2	-3	-3.6	-2.2	-1.5	-1
CC(C)CC(c1nnnn1C1CCCC1)N1CCN(C(=O)c2ccco2)CC1 (stereo unspecified)	2	4.6	-0.1	-2	-1	6	0	0.9	-0.3	-1.0	4
CCCCCCN1CCN(C2CN(Cc3cn(Cc4ccc(Cl)cc4)nn3)S(=O)(=O)C2)CC1 (stereo unspecified)	5	-3.1	x	8.9*	6	3	-5	-1.2	1.1	-2.0	7
Cc1ccc(OCc2cc(C(=O)NC3CCc4ccccc43)no2)cn1 (stereo unspecified)	3	-2.7	-1.6	-1	1	3	-3	-2.6	-6.6	-1.4	-11
CS(=O)(=O)Nc1cccc(C2=NN(C(=O)c3cccc([N+](=O)[O-])c3)C(c3cccs3)C2)c1 (stereo unspecified)	3	-3.0	-0.1	5	4	4	1	-1.8	-0.3	-1.9	0
O=C(O)CCC(=O)Nc1ccc(OCC2CCCO2)cc1 (stereo unspecified)	3	1.7	-0.5	-4	0	-2	-2	-0.6	-0.1	-1.6	-11
O=C(N/N=C/c1cccnc1)c1ccc2c(c1)OCCO2	-1	11*	0.9	-3	-1	-1	4	2.1	1.4	-0.8	-3
CN1C(=O)CSc2ccc(NC(=O)N3CCC(N4CCCCC4)CC3)cc21	2	-0.1	0.5	2	1	-1	-1	1.3	1.0	-1.5	4
Cc1csc(NC(=O)c2ccccc2[N+](=O)[O-])n1	-4	-1.6	-0.8	-1	2	-6	1	-0.7	0.5	0.8	3
Cn1cccc1C(=O)OCC(=O)N1c2ccccc2NC(=O)C1(C)C	-3	1.0	1.3	1	-1	0	-1	0.1	0.2	-1.0	2

Some of the entries so far, in markdown:
| Molecule | NR1D1 modulator | hgDAF-12 ag | DAX1 inh-1 | ADAM17 inh | PLCg1 inh | MBD2 DNA inh | SMARCA2 act | hcDAF12 agonist | DAX1 inh-2 | ssDAF12 agonist | PLC-beta3 inh |
| --- | --- | --- | --- | --- | --- | --- | --- | --- | --- | --- | --- |
| COc1ccc(C(=O)N/C(=C\c2ccc(-c3cccc([N+](=O)[O-])c3)o2)C(=O)NCCCN2CCOCC2)cc1 | 4 | -0.4 | 0.0 | 3 | 1 | -5 | -2 | 1.9 | -1.4 | -1.3 | 3 |
| Cc1noc(C)c1CSc1ccc(Br)cc1 | -2 | -0.7 | 0.4 | -3 | 3 | 3 | -3 | -1.8 | -0.4 | -1.0 | 0 |
| O=C(CCNC(=O)c1ccc([N+](=O)[O-])cc1)Nc1cccc(S(=O)(=O)N2CCCCC2)c1 | -2 | -4.9 | -2.6 | 0 | 1 | 4 | -2 | -1.0 | -0.7 | -2.1 | -10 |
| CC(Oc1cccc2cccnc12)C(=O)N/N=C/c1ccccc1 (stereo unspecified) | -4 | -2.5 | 3.6 | -2 | -1 | 3 | 0 | 0.8 | -1.0 | -1.4 | -4 |

(more compounds)
SMILES	NR1D1 modulator	hgDAF-12 ag	DAX1 inh-1	ADAM17 inh	PLCg1 inh	MBD2 DNA inh	SMARCA2 act	hcDAF12 agonist	DAX1 inh-2	ssDAF12 agonist	PLC-beta3 inh
CCC1=NN(C(=O)Cc2ccccc2)C(O)(c2ccncc2)C1 (stereo unspecified)	1	3.6	-1.6	-3	0	2	-1	0.7	-0.3	-0.8	4
Cc1cc(NC(=S)NC(=O)/C=C/c2ccc(S(=O)(=O)N3CCOCC3)cc2)ccc1Br	1	-1.9	1.0	0	6	0	-3	1.2	0.1	3.9*	5
COc1ccc(N=Nc2cc(C)c(O)c(CN3CCCCC3)c2)cc1	3	1.4	2.4	0	1	-1	-1	0.0	-0.1	-1.3	-9
CCOC(=O)CNC(=O)c1cccnc1	-2	-0.2	-0.4	1	1	-5	5	1.3	-0.6	-1.1	4
C/C(=N\O)C(=O)OC1CC(C)CCC1C(C)C (stereo unspecified)	-1	0.3	1.5	2	-1	2	-2	-0.5	-0.6	-1.3	0
Cc1cc(OCC(=O)NN2C(=O)c3ccccc3C2=O)ccc1Cl	0	0.5	-0.8	-1	4	-1	-4	-2.9	-0.1	-1.1	-7
O=C(CSCC(=O)N1CCCCC1)Nc1nc(-c2ccc(Cl)s2)cs1	-2	7.1	0.2	-7	-66	3	0	4.9	-1.0	-0.6	-96
C[C@@H]1CN([C@H](C)CO)C(=O)c2cccc(NC(=O)Nc3ccc(F)cc3)c2O[C@H]1CN(C)C(=O)Nc1ccc(C(F)(F)F)cc1	-3	-0.8	-0.9	7	3	-2	-1	-1.8	-0.1	-1.8	5
CCCOC(=O)c1ccc(Oc2c(-c3ccc(O)cc3O)n[nH]c2C)cc1	0	-0.2	-0.4	6	-1	4	-3	-1.9	-0.2	-1.2	-2
Cc1ccccc1NC(=O)NNC(=O)c1ccc2ccccc2c1	-2	2.1	0.6	-2	-4	0	1	2.7	0.1	-0.9	-11
O=C(NC1CCCCC1)NC1(C(=O)N2CCN3CCCC3C2)CCCCC1 (stereo unspecified)	-6	0.7	1.0	2	0	-7	-3	-1.5	-0.6	-1.2	-2
Oc1ccc(N2CCN(C(c3ccccn3)c3nnnn3C3CCCC3)CC2)cc1 (stereo unspecified)	3	-1.6	1.3	1	-3	-6	-1	0.0	-0.8	-1.9	-4
O=C1NN(c2ccccc2)C(=O)/C1=C\c1ccccc1OCC(=O)N1CCOCC1	2	0.2	-0.1	0	3	-5	1	-0.8	0.1	-0.7	-1
CC(=O)C(C(C)=O)c1c(Cl)c(O)c(O)c2c(C(=O)c3ccccc3)coc12	2	-12	-3.0	15*	7	-2	-5	-3.1	-2.4	-1.6	-6
COc1ccccc1C(C)NC(=O)c1ccc(S(=O)(=O)NCc2ccco2)cc1 (stereo unspecified)	-5	-1.8	-0.7	-3	1	-4	-4	-1.4	0.5	-0.9	-2
O=C(O)c1ccccc1NC(=O)C(Cc1ccccc1)N1C(=O)c2ccccc2C1=O (stereo unspecified)	-3	0.5	-0.2	-5	3	1	-2	1.7	0.0	-1.5	-8
O=C(OC12CCCN(C1)/C(=C/c1ccccc1)C2)C1CCCCC1 (stereo unspecified)	3	-1.3	x	-3	0	3	-5	-1.2	-0.5	-1.2	-2
COc1ccc(N(C)S(=O)(=O)c2cccc(C(=O)N3CCN(Cc4ccc5c(c4)OCO5)CC3)c2)cc1	0	0.6	-1.9	1	3	3	-1	-0.4	-2.6	-1.6	-6
